Screens deposited in PubChem by Fisher Drug Discovery Resource Center.
NPYLR7 agonist = activates Aedes aegypti NPYLR7 receptor | 270,000 tested, 0.15% active | HEK293T NPYLR7/Galpha15, GCaMP6s calcium fluorescence | activation, % at 10 µM; in the data active = activation above about 40%;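 note: 0% = vehicle and 100% = reference agonist at the receptor; some compounds past the cut are filed as inactive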
mcGAS lum = inhibitors of mouse cGAS | inhibition, % at 12.5 µM | recombinant cGAS, Kinase-Glo ATP depletion luminescence | 160,000 tested, 0.15% active | Q8C6L5 | AID 1259399;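 note: 0% = negative control wells and 100% = reference inhibitor with no enzyme activity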
hcGAS lum = human cGAS inhibition; inhibition, % at 12.5 µM; Q8N884; recombinant h-cGAS, ATP depletion, Kinase-Glo luminescence; 290,000 tested, 0.081% active;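 note: 0% = vehicle reaction and 100% = reaction without DNA for no activity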
Target sequence (Q8N884 whole entry, looked up): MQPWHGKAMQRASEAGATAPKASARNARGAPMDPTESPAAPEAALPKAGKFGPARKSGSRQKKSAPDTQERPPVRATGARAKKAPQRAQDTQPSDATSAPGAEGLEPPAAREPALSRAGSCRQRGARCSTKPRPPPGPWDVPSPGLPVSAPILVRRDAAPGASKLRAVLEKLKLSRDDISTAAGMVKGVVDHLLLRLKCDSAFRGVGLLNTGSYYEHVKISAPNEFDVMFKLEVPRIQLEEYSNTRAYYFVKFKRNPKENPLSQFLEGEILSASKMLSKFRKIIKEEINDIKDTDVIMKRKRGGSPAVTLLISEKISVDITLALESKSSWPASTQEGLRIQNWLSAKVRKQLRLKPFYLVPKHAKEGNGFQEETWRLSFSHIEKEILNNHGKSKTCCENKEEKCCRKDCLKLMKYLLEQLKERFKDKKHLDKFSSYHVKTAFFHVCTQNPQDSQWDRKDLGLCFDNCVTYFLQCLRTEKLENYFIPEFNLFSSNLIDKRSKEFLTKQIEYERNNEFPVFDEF
* = called active by the depositor; . = no result given; & = joins results of further samples. Cut-off read from the data, not from the text of the source, unless noted: active = inhibition above about 40%; inactive = the rest.

nr	SMILES	NPYLR7 agonist	mcGAS lum	hcGAS lum
1	Cc1noc(-c2ccc(N3C[C@H]4CC[C@H]3C4)nc2)n1	14.8	.	-1.8
2	Cc1c(C(=O)Nc2cccc(C#N)c2)oc2ccc(Br)cc12	-1.1	.	-3.2
3	CC(C)N(CC(C)(C)O)S(=O)(=O)c1ccc(Cl)nc1	0.2	.	-6.9
4	CN1CC(C(=O)NC2CCCCC2)C2(CCOCC2)C1 (stereo not given)	.	-5.6	-15.3
5	CC(=O)c1cccc(-n2cnnc2CCCO)c1	27.3	.	-6.3
6	O=C(c1ccc(-c2ccco2)cc1)N1CCCC(CO)(CCc2ccccc2)C1 (stereo not given)	3.3	.	-6.8
7	CN(CCc1cn[nH]c1)c1ncnc2c1CCN(C(=O)C1CC1)C2	.	-12.5	-3.9
8	CC(NC(=O)c1ccc(C(C)(C)C)cc1)C1CC1 (stereo not given)	-9.2	.	-3.7
9	O=C1N=c2ccccc2=C1c1sc(=S)n(NS(=O)(=O)c2ccccc2)c1O	0.3	1.0	1.1
10	COc1cccc(C(=O)Nc2c3c(nn2CC(=O)NCC2CCCO2)CSC3)c1OC (stereo not given)	-3.3	-6.0	-8.2
11	C=CCn1c(SCc2ccc(F)cc2F)nnc1-c1ccc(OC)c(OC)c1	.	-0.8	0.0
12	O=C(CC1C=CCC1)NCC1CCCC1NC(=O)CC1C=CCC1 (stereo not given)	3.0	.	-8.9
13	Cc1ccccc1CSc1nnc(C(C)NC(=O)c2cc(C(F)(F)F)cc(C(F)(F)F)c2)n1-c1ccc([N+](=O)[O-])cc1 (stereo not given)	2.2	2.0	2.2
14	COC(=O)CC(=O)NC1CCN(c2ccccc2C(=O)N2CCOCC2)CC1	17.9	-2.8	-1.2
15	CN1C(=O)NC(NC(=O)C(C)(C)C)(C(F)(F)F)C1=O (stereo not given)	3.2	-3.5	-7.8&-2.7
16	CC(C)Oc1ccc(C(=O)NNC(=O)c2sc3ccccc3c2Cl)cc1	0.8	-5.2	-5.7
17	CC(C)N(Cc1ccccc1)C(=O)NCc1nnc2n1CCCC2	4.8	.	-1.8
18	CCOC(=O)C1CCCN(C(c2ccccc2)C2Sc3nc(CC)nn3C2=O)C1 (stereo not given)	-1.2	-8.8	-7.6
19	Cn1ccnc1SCC(=O)Nc1ccccc1Oc1ccccc1	4.5	.	1.4
20	Cn1ncc(Oc2ccc3c(c2)OCO3)c(Nc2ccc(C(=O)NCc3ccc(F)cc3)cc2)c1=O	4.9	-2.5	-1.0
21	Cc1cccc(Nc2nc(N(C)CCO)nc3c2cnn3-c2ccccc2)c1	1.4	-6.8	-9.4
22	CCc1c2cccn2cc[n+]1C	-14.6	.	-4.2
23	Cn1ncc(Oc2ccc(Cl)cc2)c(Nc2cccc(C(=O)NCc3cccnc3)c2)c1=O	-3.7	-5.1	-5.9
24	C=CCn1cc(CN2CCCN(c3ccncc3C)CC2)c(C)n1	13.6	.	-2.9
25	COC(=O)N1CCc2c(sc(NC(=O)c3ccc4ncsc4c3)c2C(N)=O)C1	5.2	.	0.7
26	Cc1c(C(=O)N2CCc3[nH]nc(-c4ccccc4)c3C2)[nH]c2c(F)cccc12	0.9	-17.0	-6.7
27	COCCN(CC(=O)Nc1cc(C(C)(C)C)nn1-c1ccc(Cl)c(Cl)c1)C(=O)COc1ccc(Cl)cc1	-1.6	-5.8	-10.4
28	CCN(CC)C(=O)Oc1ccc2c(ccn2Cc2cccc(F)c2)c1NC(=O)c1ccc(F)cc1C(F)(F)F	1.1	-6.1	-4.0
29	CC1(C)O[C@@H]2C[C@@](OCc3ccc(F)cc3)(C(=O)NCC3CCCO3)CC(OCc3c(F)cccc3F)[C@@H]2O1 (stereo not given in full)	24.0	-4.9	-6.3
30	CN1C(=O)CC(N2CCN(c3cccc(Cl)c3)CC2)C1=O (stereo not given)	15.2	.	-7.5

Filtered by structure, the compounds so far with two or more sulfur atoms (2)
nr	SMILES	NPYLR7 agonist	mcGAS lum	hcGAS lum
9	O=C1N=c2ccccc2=C1c1sc(=S)n(NS(=O)(=O)c2ccccc2)c1O	0.3	1.0	1.1
25	COC(=O)N1CCc2c(sc(NC(=O)c3ccc4ncsc4c3)c2C(N)=O)C1	5.2	.	0.7

Other records follow:
nr	SMILES	NPYLR7 agonist	mcGAS lum	hcGAS lum
31	O=C1NC2(CCN(C(=O)C3CCC3)CC2)Nc2ccc(Br)cc21	5.4	0.7	2.0
32	Cc1cccc(-n2nc(C(C)(C)C)cc2NCc2cccnc2)c1	3.1	-1.7	1.3
33	Cc1cccc(-n2nc(C(C)(C)C)c3c2N(CC(=O)NCc2cccnc2)C(=O)CSC3c2ccc(F)cc2F)c1C (stereo not given)	21.1	-4.8	-5.0
34	CCCCC(=O)N(C)c1c(CC)nc2c(OCCn3cccc3)cccn12	2.3	-2.2	-4.0
35	O=C(CCC1CCCN(C(=O)c2cnsn2)C1)NCc1ccc(F)c(F)c1 (stereo not given)	2.3	.	1.2
36	CCCCN(CC(=O)Nc1cc(-c2ccccc2)nn1-c1ccc(C)cc1C)C(=O)c1cccc(Br)c1	19.5	-4.3	-9.1
37	O=C(CSc1nc2c(cnn2CCO)c(=O)[nH]1)N1CCCc2ccccc21	2.7	.	-8.5
38	Cc1ncsc1C(=O)N1CCCC(Nc2ccc(C(C)C)cc2)C1 (stereo not given)	-1.8	.	5.7
39	COc1cc(C=Nn2nnnc2N)ccc1OCC(C)C	-1.2	.	-2.6
40	O=C(COc1ccccc1)NCCn1nc(-c2cccnc2)ccc1=O	4.8	.	-0.9
41	COc1ccc(CCN(C)S(=O)(=O)c2cc([N+](=O)[O-])ccc2C)cc1OC	-6.0	.	-3.3
42	Cc1ccc(N2C(=O)/C(=C/c3cc(C)n(-c4cccc([N+](=O)[O-])c4)c3C)C(=O)NC2=S)cc1	22.5	2.5	-2.4
43	Cc1cccc(C)c1N1C(=O)c2ncccc2C1CCN1CCN(c2ccc(C(=O)O)cc2)CC1 (stereo not given)	6.2	-7.5	-1.1
44	Cc1nc(CN(C)C(=O)c2cccc(CC3CCNCC3)c2)no1	3.6	-15.6	-6.7
45	CN(CC(=O)Nc1cccc(F)c1)Cc1cc2ccccc2nc1Cl	1.9	.	-3.4
46	Cc1ccc2[nH]c3c(=O)n(CCC(=O)NCCC4=CCCCC4)cnc3c2c1	.	-8.8	-4.1
47	c1cncc(CN2CCCC(n3cc(-c4ccc5c(c4)OCCO5)nn3)C2)c1 (stereo not given)	1.5	-16.6	-7.0
48	CCn1cc(C(=O)N2CCS(=O)(=O)C(C)(C)C2)cn1	12.6	.	-8.8
49	N#Cc1cnc(N2CCN(S(=O)(=O)c3cc(Cl)ccc3Cl)CC2)c(Cl)c1	3.0	.	-7.7
50	c1ccc2c(C3=NNC(=NC4CCCC4)SC3)cccc2c1	-17.9	.	-11.3
51	CC(NC(=O)c1ccc(Br)cc1)c1nnc(SCc2ccccc2)n1-c1ccc(Cl)cc1Cl (stereo not given)	-2.8	-2.5	-3.2
52	CCOc1ccc(C(=O)Nc2nnc(SCC(=O)Nc3cc(C)ccc3C)s2)cc1	4.3	-5.1	-5.7
53	N#Cc1cc2cc3ccccc3nc2n2c(=O)c3cc(Br)ccc3nc12	3.4	-5.5	-11.2
54	COCC(=O)N1CCSC12C(=O)N(Cc1cccc(C#N)c1)c1ccc(OC)cc12 (stereo not given)	8.7	-4.2	-0.4
55	CCOC(=O)C(NC(=O)Cn1nc(C(F)(F)F)c(Br)c1C)C(=O)OCC	6.9	-3.6	-4.3
56	CCOc1ccc(-n2c(SCC(=O)NCCc3ccccc3)nc3c(c2=O)SCC3)cc1	-1.0	-1.2	10.3
57	CC1CCc2c(sc3nc(SCC(=O)NC4CC4)n(-c4ccccc4F)c(=O)c23)C1 (stereo not given)	-3.1	-15.4	-4.7
58	Cc1ncc(CC(=O)N2CC[C@@H](c3ccc4ccccc4c3)[C@H](O)C2)c(=O)[nH]1	-0.2	-11.2	-1.6
59	COc1ccc(CN2CCOc3ccc(C(C)(O)COc4ccccc4)cc3C2)c(Cl)c1OC (stereo not given)	-2.7	-3.1	-4.7
60	COc1ccc(OC)c(S(=O)(=O)Nc2ccc(-c3cn4nc(OC)ccc4n3)cc2)c1	-13.2	-9.6	-5.0

Next section, overlapping the part above by 6 compounds.
nr	SMILES	NPYLR7 agonist	mcGAS lum	hcGAS lum
55	CCOC(=O)C(NC(=O)Cn1nc(C(F)(F)F)c(Br)c1C)C(=O)OCC	6.9	-3.6	-4.3
56	CCOc1ccc(-n2c(SCC(=O)NCCc3ccccc3)nc3c(c2=O)SCC3)cc1	-1.0	-1.2	10.3
57	CC1CCc2c(sc3nc(SCC(=O)NC4CC4)n(-c4ccccc4F)c(=O)c23)C1 (stereo not given)	-3.1	-15.4	-4.7
58	Cc1ncc(CC(=O)N2CC[C@@H](c3ccc4ccccc4c3)[C@H](O)C2)c(=O)[nH]1	-0.2	-11.2	-1.6
59	COc1ccc(CN2CCOc3ccc(C(C)(O)COc4ccccc4)cc3C2)c(Cl)c1OC (stereo not given)	-2.7	-3.1	-4.7
60	COc1ccc(OC)c(S(=O)(=O)Nc2ccc(-c3cn4nc(OC)ccc4n3)cc2)c1	-13.2	-9.6	-5.0
61	CC(C)CC1NC(=O)c2ccccc2N(CC(=O)N(C)CCc2c[nH]c3ccccc23)C1=O (stereo not given)	1.9	.	0.3
62	CCCCNc1ccn2nccc2n1	2.9	.	-14.9
63	Cn1cncc1-c1cc(NCCO)nc2[nH]ccc12	-0.9	.	-0.9
64	Cn1cc(CN2CCCC2c2ccccn2)c2ccccc21 (stereo not given)	2.9	-8.3	1.7
65	COc1cccc(C2CNCC2C(=O)NC(C)C)c1OC (stereo not given)	12.0	.	-0.7
66	O=C1/C(=C2\SC(=S)N(c3ccccc3)C2=O)c2ccccc2N1Cc1ccccc1	-2.8	-7.6	-5.3
67	CC(C)(C)CCCC(=O)Nc1ncn(Cc2ccccn2)n1	5.5	.	-9.9
68	CCn1nnc2c(=O)n(CC(=O)NCCOC)cnc21	3.1	.	-3.0
69	COc1ccc(C(C)N(C)C(=O)c2cc(C(C)C)nc(N)n2)cc1 (stereo not given)	.	-17.0	-3.9
70	CN(C)C(=NS(=O)(=O)c1ccc(Cl)cc1)c1ccc(Cl)cc1	4.0	-4.4	-5.2
71	COCCN(Cc1cccnc1)C(=O)c1nc(C(C)C)cs1	-0.1	.	-15.5
72	CCCN(CCC(=O)N1CCN(CC)CC1)c1nc(CC)nc2cc(Cl)ccc12	-9.0	0.4	0.5
73	CC(=O)c1sc(Cc2cccc(Cl)c2)nc1C	0.0	.	-1.6
74	O=C(NCCc1ccccc1F)c1ccc(Nc2cccc(C(F)(F)F)c2)nc1	3.9	-6.0	-3.0
75	Cc1cc(NC(=O)CN2CCCc3c2[nH]c2ccccc32)n(C)n1	-18.6	-2.2	-5.9
76	COCCN(Cc1csc(COc2c(OC)cccc2OC)n1)C(=O)c1ccccc1F	13.0	-7.1	-7.3
77	Cc1ccccc1Cn1c(C)c(N2CCOCC2)c(C)c1C(=O)NCc1ccc(F)cc1	20.1	-5.9	-5.9
78	Fc1ccc(F)c(-n2c(C3C4CCCCC43)n[nH]c2=S)c1 (stereo not given)	-3.9	-2.8	-10.2
79	O=C(NC1CCN(c2ccc(S(=O)(=O)C(F)(F)F)cc2)CC1)c1ccccc1	5.5	-15.5	-9.1
80	O=C1CN(C(=O)c2noc3c2CCCC3)CC(OCc2cccnc2)CN1CC1CCOCC1 (stereo not given)	7.7	-13.2	-2.2
81	COc1ccc(-n2nc(C(C)(C)C)cc2NC(=O)CN(CCC(C)C)C(=O)c2cc(C(F)(F)F)cc(C(F)(F)F)c2)cc1	17.8	-7.0	-10.3
82	CCOC(=NC(C)CC)NC(=O)c1ccccc1C (stereo not given)	12.1	-3.0	-4.8
83	C=CCn1c(SCC(=O)c2cc(C)n(Cc3ccco3)c2C)nnc1-c1ccoc1C	8.0	.	-3.4
84	O=S(c1ccccc1)c1ccc2nnnn2n1 (stereo not given)	1.2	.	-7.3
85	Cc1ccncc1C(=O)N1CCOc2c(O)cc(-c3cccc(Cl)c3)cc2C1	10.8	-11.9	-5.6
86	COc1ccc(S(=O)(=O)Oc2cccc(CN(CC3CCCO3)C(=O)c3ccco3)c2)cc1 (stereo not given)	3.3	-3.5	-5.7
87	COCCCNS(=O)(=O)c1ccc(S(=O)(=O)N(C)C)cc1	-1.1	.	-6.8
88	O=C(NCCn1ncc2c(N3CCCCCC3)ncnc21)C1CCCC1	1.2	-7.4	-11.3
89	Cc1c(C(=O)N(C)Cc2ccc(F)cc2)sc(=O)n1CCOc1ccc(F)cc1	-6.3	.	-3.3
90	Cc1c(NC(=O)Cc2csc(NC(=O)Nc3ccc(Cl)cc3)n2)c(=O)n(-c2ccccc2)n1C	-4.7	.	-13.6

Further structures
nr	SMILES	NPYLR7 agonist	mcGAS lum	hcGAS lum
91	Cc1cc(C(F)(F)F)nc(CCNC(=O)c2cn(CCc3ccccc3)nn2)n1	11.7	-9.9	-7.6
92	CCc1c(C)c(C(=O)NCc2ccccn2)n(CC)c1C	-3.1	-5.3	-4.4
93	O=C(Nc1cccc(-c2ccc3nnc(-c4cccs4)n3n2)c1)c1ccco1	-19.2	14.9	0.4
94	Cc1nnc(CN(C)Cc2cccc(C(=O)Nc3ccc4c(c3)OCO4)c2)o1	5.4	.	-5.8
95	COc1cn(CC(N)=O)c(CN2CCN(c3ccc(F)cc3)CC2)cc1=O	2.4	-0.7	-2.8
